GLP1R ag: qHTS of GLP-1 Receptor Agonists; 380,000 compounds, 0.007% hits; Glucagon-like peptide 1 receptor (Homo sapiens), P43220; HEK293 GLP-1R CRE-luciferase, luminescence, 4-6 h; cells express a hypersensitive GLP-1R form; Potency, µM (highest dose often 45.6 µM), inactives show top-dose activation, usual class: activators; note: potency is the fitted concentration of half-maximal effect; % of control where 0% means no effect
Target sequence (P43220 whole entry, looked up): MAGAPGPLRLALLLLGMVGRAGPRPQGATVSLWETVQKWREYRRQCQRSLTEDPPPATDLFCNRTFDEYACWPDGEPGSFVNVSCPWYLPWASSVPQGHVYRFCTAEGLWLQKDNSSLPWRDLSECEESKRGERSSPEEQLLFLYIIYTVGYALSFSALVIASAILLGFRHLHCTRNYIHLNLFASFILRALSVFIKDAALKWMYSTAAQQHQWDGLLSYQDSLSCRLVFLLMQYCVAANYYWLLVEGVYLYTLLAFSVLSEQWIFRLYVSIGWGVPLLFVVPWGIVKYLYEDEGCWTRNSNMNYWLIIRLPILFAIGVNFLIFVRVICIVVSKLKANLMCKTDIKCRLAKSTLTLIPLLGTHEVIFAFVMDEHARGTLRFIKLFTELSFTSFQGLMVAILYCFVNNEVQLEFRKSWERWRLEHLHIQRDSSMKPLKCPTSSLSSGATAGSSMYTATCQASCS
SW480 rerep: A quantitative high throughput screen for small molecules that induce DNA re-replication in SW480 colon adenocarcinoma cells; Potency, µM (doses to about 46.1 µM), inactives show at the highest dose re-replication activation, actives largely listed as activators; SW480 DNA re-replication, Hoechst DNA content imaging, 48 h; AID 624297, 2012; 340,000 compounds, 1.8% hits; note: potency is the fitted concentration of half-maximal effect; % of control where 0% means no effect; nearly all actives have a fitted effect of over 55% in size
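SW480 cells exposed to compounds for 48 hr at 37 C, 5% CO2, then Hoechst-stained 40 min. Nuclear DNA content imaged by fluorescence scanning (405 nm excitation, 500-530 nm emission); re-replication scored as increased high-intensity nuclei.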
KB-3-1 cytotox: qHTS assay for MDR1-selective chemotherapeutics: Primary screen using the parental adenocarcinoma cell KB-3-1 | KB-3-1 viability, CellTiter-Glo ATP luminescence, 72 h | Potency, µM (doses to about 46.1 µM), for the others: at the top dose activity change, negative = cytotoxic, hits mostly cytotoxic | 400,000 compounds, 1.4% hits | AID 1347075, 2019; note: potency is the fitted concentration of half-maximal effect; % is set by controls: 0 for no effect and ±100 for the full control effect; nearly all actives have a fitted effect of over 60% in size
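Cytotoxicity measured as CellTiter-Glo luminescence after 72 h at 37 C. Compound titrations were pinned onto drug-naive KB-3-1 parental adenocarcinoma cells grown in DMEM with 10% FBS, and normalized data fitted to concentration-response curves.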
D3 antag: qHTS of D3 Dopamine Receptor Antagonist: qHTS. max response, negative = inhibition, %. D(3) dopamine receptor (Homo sapiens), P35462. 360,000 compounds, 2.5% hits. AID 652054, 2013. D3R cells, DiscoveRx beta-arrestin luminescence, antagonist mode; hits give low values; in the data active = max response below about -50%; inconclusive = no clear call, values can overlap the other calls; note: % is set by controls: 0 for no effect and ±100 for the full control effect; mostly tested at two doses, the higher about 12 µM
Target sequence (P35462 whole entry, looked up): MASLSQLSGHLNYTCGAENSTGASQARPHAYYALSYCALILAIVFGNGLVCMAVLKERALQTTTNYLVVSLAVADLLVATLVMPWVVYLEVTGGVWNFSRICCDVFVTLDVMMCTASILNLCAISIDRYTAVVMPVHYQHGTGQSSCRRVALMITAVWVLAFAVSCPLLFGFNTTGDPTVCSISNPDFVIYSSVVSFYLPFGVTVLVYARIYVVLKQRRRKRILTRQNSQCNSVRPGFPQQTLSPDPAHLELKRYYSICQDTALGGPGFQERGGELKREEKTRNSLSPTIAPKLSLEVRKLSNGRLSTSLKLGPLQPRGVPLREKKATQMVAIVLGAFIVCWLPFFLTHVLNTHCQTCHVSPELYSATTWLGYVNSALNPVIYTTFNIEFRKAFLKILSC
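Cells plated overnight at 1500 cells/well, then exposed to library compounds with dopamine controls for 90 minutes at 37 degrees C. DiscoveRx reagent added for 30–60 minutes at room temperature; luminescence read, quantitative HTS format.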
KB-V1 cytotox: qHTS assay for MDR1-selective chemotherapeutics: Primary screen using the drug-selected MDR subline cells KB-V1; KB-V1 MDR cells viability, CellTiter-Glo, 72 h; 400,000 compounds, 3.4% hits; Potency, µM (top dose mostly 46.1 µM), for the others: at the top dose activity change, negative = cytotoxicity, hits mostly cytotoxic; AID 1347076, 2019; note: potency is the fitted concentration of half-maximal effect; % is set by controls: 0 for no effect and ±100 for the full control effect; nearly all actives have a fitted effect of over 60% in size
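Readout: CellTiter-Glo luminescence, 10 min after addition. Cells: KB-V1 MDR subline, 72 h at 37 degrees C with compound. Analysis: corrected, normalized data fitted to concentration-effect curves.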
HT1080NT lethal: qHTS for induction of synthetic lethality in tumor cells producing 2HG: qHTS for the HT-1080-NT fibrosarcoma cell line; HT-1080-NT fibrosarcoma viability, CellTiter-Glo ATP luminescence, 48 h; Potency, µM (series often up to 46.1 µM), without a hit: at the top dose activity, negative = less viability, hits mostly cytotoxic; 360,000 compounds, 1.6% hits; AID 686970, 2013;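 note: NT is the 2HG producing partner of a matched IDH1 knockdown line; potency is the fitted concentration of half-maximal effect; 0% = DMSO-treated cells and -100% = media-only wells without cells; nearly all actives have a fitted effect of over 55% in size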
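HT-1080-NT; 750 cells/well; 5% FBS RPMI; 48 h compound, 37 degrees C; CellTiter-Glo luminescence; curve fitting and curve-class assignment.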
HT1080 IDH1KD tx: qHTS for induction of synthetic lethality in tumor cells producing 2HG: qHTS for the HT-1080-IDH1KD cell line; HT-1080 IDH1 knockdown viability, ATP luminescence, 48 h; Potency, µM (highest dose often 46.1 µM), inactives show top-dose activity, negative = toxicity, actives largely listed as cytotoxic; 360,000 compounds, 2% hits; AID 686971, 2013;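 note: potency is the fitted concentration of half-maximal effect; 0% = DMSO wells and -100% = cell-free medium wells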
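Knockdown cells (IDH1KD HT-1080) received compounds 2 h after plating at 750 cells/well and were kept 48 h at 37 °C in 5% FBS RPMI. A CellTiter-Glo luminescence read gave % activity for curve fitting.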
IL-1B inflam inh: qHTS for Inhibitors of Inflammasome Signaling: IL-1-beta AlphaLISA Primary Screen | 360,000 compounds, 4.7% hits | THP-1 LPS/ATP IL-1B secretion, AlphaLISA, 16 h; hits give low values | activity change, % at 57.5 µM; in the data active = activity change below about -50%; inconclusive = mostly about -30% to -49%; note: % is set by controls: 0 for no effect and ±100 for the full control effect
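THP-1 cells pretreated 1 hr with compounds (up to 57.5 uM final), then stimulated with LPS (250 ng/mL final) plus ATP (1.25 mM final); secreted IL-1B measured by AlphaLISA after 16 hr, decreased signal indicating inhibition.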
DRD3 agonist: qHTS of D3 Dopamine Receptor Agonist: qHTS. D3R DiscoveRx beta-arrestin cells, luminescence, 90 min. D(3) dopamine receptor (Homo sapiens), P35462. max activation, %. 410,000 compounds, 0.58% hits; in the data active = max activation above about 30%; note: 0% is about no effect; mostly tested at two doses, the higher about 12 µM
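Cells at 1500/well, incubated overnight, then treated with pinned compounds (dopamine as control) for 90 min at 37 degrees C. DiscoveRx reagent added for 30 - 60 minutes at room temperature; luminescence read.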
Starred values were filed as active, the others as inactive; ? = inconclusive; · = not tested or not shown. Unless noted, calls come from the whole dose curve; as a rule, active = well fitted curve in the direction sought with a large enough effect; inconclusive = small, poorly fitted or top-dose-only effect, or another doubt; inactive = no such curve, though single readings can be large; an effect the other way counts as inactive or inconclusive. Compounds as they come; overall some 12% were active at least once.

SMILES | GLP1R ag | SW480 rerep | KB-3-1 cytotox | D3 antag | KB-V1 cytotox | HT1080NT lethal | HT1080 IDH1KD tx | IL-1B inflam inh | DRD3 agonist
COc1ccc(-n2c(N)c(C(=O)NCC3CCCO3)sc2=S)cc1 (centres undefined) | 0% | -6% | 1% | -15 | -2% | -2% | 4% | -15 | -10
Cc1sc(-c2ccccn2)nc1OC(=O)c1ccc(Cl)cc1 | -5% | -1% | 5% | 16 | 0% | 7% | 2% | 17 | 24
O=C(NCc1ccccc1F)c1ccncc1 | 2% | ? | 1% | -7 | 0% | 0% | 0% | 18 | 1
Cc1nnc2n(Cc3ccccc3)c(=O)c3c4c(sc3n12)COC(C)(C)C4 | 3% | -3% | -2% | 3 | -29% | -2% | -2% | -7 | -9
CCC(C(=O)NCc1ccco1)N(C(=O)CNS(=O)(=O)c1ccccc1)c1ccc(OC)cc1 (centres undefined) | -9% | 3% | -1% | -10 | 23µM* | -6% | -3% | 9 | 4
CC(Cc1ccccc1)NC(=O)C1CCCNC1=O (centres undefined) | -1% | -11% | 23% | 11 | 1% | 3% | 1% | 0 | -8
Cc1ccc(N(C(=O)c2ccco2)C(C(=O)NC2CCCC2)c2ccco2)c(C)c1 (centres undefined) | 13% | 17% | 4% | -2 | -3% | -16% | -10% | -4 | -4
COc1ccc(S(=O)(=O)N2CCN(C(=O)COc3ccc4c(C)cc(=O)oc4c3)CC2)cc1 | 0% | -1% | -2% | 3 | -5% | 6% | 10% | 0 | 1
Cc1ccccc1OCCn1cc(C=O)c2ccccc21 | 2% | -1% | ? | 0 | 16µM* | -29% | ? | -53* | -1
OCC1OC(Nc2ccccc2C=NO)C(O)C1O (centres undefined) | -6% | · | -6% | -12 | 14% | -4% | -6% | 55 | -10
CCOc1ccc2[nH]cc(C(=O)NCCc3ccccc3)c(=O)c2c1 | 3% | ? | -19% | -7 | -14% | -20% | -2% | -54* | 6
COc1cccc(Nc2nnc(SCC(=O)N3CC(C)OC(C)C3)s2)c1 (centres undefined) | 15% | -6% | 1% | 7 | ? | -3% | 1% | 4 | -3
O=c1[nH][nH]cc1C=NCc1cccc(C(F)(F)F)c1 | 5% | 4% | 2% | -11 | -6% | -2% | -6% | 9 | -1
CC(=O)Nc1nnc2n1CCS2 | -7% | · | 1% | · | -4% | · | · | · | -12
CSc1ccc(CCNC(=O)CCc2c(C)nc3c(-c4ccccc4)c(C)nn3c2C)cc1 | -1% | · | 1% | · | -15% | · | · | · | 6
CC(C)(C)n1nc2c(c1NC(=O)c1ccc(Cl)c([N+](=O)[O-])c1)CS(=O)(=O)C2 | -3% | -5% | 7% | -30 | 0% | ? | ? | -98* | 10
CCS(=O)(=O)c1ccc(-c2cccc(NC(=O)COc3ccccc3)c2)nn1 | 0% | ? | 0% | 2 | -5% | -2% | -6% | 6 | -9
COc1ccc(C(=O)NCCn2cc(SCC(=O)NCC3CCCO3)c3ccccc32)cc1 (centres undefined) | 1% | 10% | 0% | 24 | -8% | -2% | -1% | 16 | 0
O=C(NCC[C@H]1CC[C@@H](NC(=O)C2CCC2)[C@@H](CO)O1)c1cc(Cl)cc(Cl)c1 | · | · | 9% | 4 | -15% | 15% | 15% | -17 | 0
O=C(CNC(=O)c1cn2ccccc2n1)Nc1ccc(F)c(F)c1 | -1% | -4% | 7% | -5 | 0% | 2% | 5% | 14 | -15
CCCc1nc2sc3ccccc3c(=O)c2c(=O)n1Cc1ccco1 | 0% | -5% | -11% | -24 | ? | -11% | -1% | 10 | -6
Cc1cc(NS(=O)(=O)c2ccc(-c3ccccc3)cc2)no1 | -1% | -10% | -6% | ? | 8% | -5% | 0% | 22 | -9
COc1ccc(CCNC(=O)C2CCN(S(=O)(=O)c3ccc(-n4cnnn4)cc3)CC2)cc1OC | -7% | -15% | 10% | 4 | 23% | 1% | 0% | 2 | 8
CC1CCCC(NC(=O)c2ccncc2)C1C (centres undefined) | -7% | -19% | 18% | 3 | -5% | 1% | 1% | 3 | 9
CCC(C)NC(=O)CSc1nc2n[nH]c(C)c2c(=N)n1-c1ccc(OC)cc1 (centres undefined) | 1% | -7% | -20% | -23 | 0% | 1% | -3% | 5 | 1
O=C(Cn1cc2c(n1)CCCC2)Nc1ccccc1Cl | 12% | 3% | -2% | -20 | 0% | 3% | -3% | -10 | -6
Cc1ccc2c(c1)c(N=NC(N)=S)c(O)n2Cc1ccccc1 | 8% | 0% | 0% | 0 | 9% | 1% | 2% | 22 | 2
COc1cccc(NC(=O)Cn2c(=O)n(-c3ccccc3)c(=O)c3ccc(C(=O)NCc4ccc5c(c4)OCO5)cc32)c1 | 4% | · | -3% | · | 0% | · | · | · | -11
COc1cc(C(=O)NCCC(=O)NCCN2CCCCCC2)cc(OC)c1OC | 3% | -2% | 3% | 6 | 1% | 8% | 5% | 17 | -29
COc1cc(C)ccc1OCc1cc(C(=O)N2CCN(C3CCCCC3)CC2)no1 | -5% | -14% | -2% | -15 | -10% | -3% | -1% | -4 | -10
CCc1ccccc1SCc1noc(C(=O)NCC2CCCO2)c1C(=O)O (centres undefined) | -3% | -2% | 3% | 37 | -1% | 29% | -1% | 17 | -11
CCOC(=O)c1sc2nc3c(SCC(=O)O)cc(C(=O)c4cc(F)ccc4O)cn3c(=O)c2c1C | -21% | -1% | 9% | -22 | -5% | 2% | -2% | 14 | -3
COc1ccc(-c2cc3c(=O)n(CC(=O)NCc4cccnc4)nc(C)n3n2)cc1 | -1% | -5% | 16% | -9 | 13% | -1% | -5% | 11 | -13
Cc1ccc(CSc2[nH]c(=O)ncc2C)cc1 | 6% | -8% | 4% | -17 | -1% | -5% | 0% | -3 | -1
O=C(NNC(=O)c1cccs1)c1ccc(Cl)c(Cl)c1 | 2% | 3% | 3% | 7 | 3% | 25% | 12% | -13 | 1
CC(=O)Nc1cccc(-c2ccnc3c2CC(C(=O)NCc2ccc(N(C)C)cc2)O3)c1 (centres undefined) | 3% | · | ? | 23 | -1% | ? | ? | 8 | 4
COc1ccc(OCc2nc(C#N)c(N3CCN(c4ccc(OC)cc4)CC3)o2)cc1 | 7% | 2% | 9% | 20 | ? | 1% | 3% | -27 | 6
C/C(=N/NC(=O)CNC(=O)C1COc2ccccc2O1)c1ccc2c(c1)OCCO2 (centres undefined) | 9% | 0% | 5% | 11 | 1% | -1% | 0% | 11 | 3
O=C(NCc1ccccc1Cl)c1ccc(-c2ccccc2)cc1 | 8% | -4% | -3% | 0 | 18% | -21% | -28% | 10 | 3
CC(OC(=O)C1=COCCO1)C(=O)NC1(C#N)CCCCC1 (centres undefined) | 9% | -4% | 3% | 11 | 15% | 3% | 13% | 12 | 7
CSc1nc(C)c2c(n1)N(c1ccc(O)cc1)CC2 | ? | 2% | 7% | 4 | ? | 3% | -6% | -2 | -6
CC(=O)c1c(O)cc(C)n(Nc2nc(C)cc(C)n2)c1=O | -5% | -1% | -25% | -29 | -16% | ? | -27% | 85 | -7
Cc1cc(C(=O)N2CCC(CO)(Cc3cccc(C(F)(F)F)c3)CC2)n[nH]1 | 1% | ? | -13% | 1 | 18% | -3% | -14% | 61 | 2
C[C@H](NC(N)=O)C(=O)OCC(=O)NCc1cccs1 | -1% | -6% | -18% | -25 | 0% | 0% | 12% | 5 | -2

Rewritten tab-delimited: part of the list above
mol	GLP1R ag	SW480 rerep	KB-3-1 cytotox	D3 antag	KB-V1 cytotox	HT1080NT lethal	HT1080 IDH1KD tx	IL-1B inflam inh	DRD3 agonist
C/C(=N/NC(=O)CNC(=O)C1COc2ccccc2O1)c1ccc2c(c1)OCCO2 (centres undefined)	9%	0%	5%	11	1%	-1%	0%	11	3
O=C(NCc1ccccc1Cl)c1ccc(-c2ccccc2)cc1	8%	-4%	-3%	0	18%	-21%	-28%	10	3
CC(OC(=O)C1=COCCO1)C(=O)NC1(C#N)CCCCC1 (centres undefined)	9%	-4%	3%	11	15%	3%	13%	12	7
CSc1nc(C)c2c(n1)N(c1ccc(O)cc1)CC2	?	2%	7%	4	?	3%	-6%	-2	-6
CC(=O)c1c(O)cc(C)n(Nc2nc(C)cc(C)n2)c1=O	-5%	-1%	-25%	-29	-16%	?	-27%	85	-7
Cc1cc(C(=O)N2CCC(CO)(Cc3cccc(C(F)(F)F)c3)CC2)n[nH]1	1%	?	-13%	1	18%	-3%	-14%	61	2
C[C@H](NC(N)=O)C(=O)OCC(=O)NCc1cccs1	-1%	-6%	-18%	-25	0%	0%	12%	5	-2

Compound activity as filed in PubChem.
